# Screens (PubChem)
# HT1080-NT tox: kills 2HG-producing HT-1080-NT fibrosarcoma cells; HT-1080-NT fibrosarcoma viability, CellTiter-Glo ATP luminescence, 48 h; Potency, µM (titrated, usually from 46.1 µM), for the others: at the highest dose activity, negative = less viability, hits mostly cytotoxic; 1.6% of 360,000 active; AID 686970;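 note: NT is the 2HG producing partner of a matched IDH1 knockdown line; potency is the fitted concentration of half-maximal effect; 0% = DMSO-treated cells and -100% = media-only wells without cells; nearly all actives have a fitted effect of over 55% in size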
#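 Viability by CellTiter-Glo luminescence after 48 h compound exposure at 37C of HT-1080-NT cells (750/well, RPMI, 5% FBS). % activity scaled between DMSO wells and medium-only wells, then curve-fitted and categorized by curve class.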
# IL-1B inflam inh: blocks inflammasome-driven IL-1 beta release | THP-1 LPS/ATP IL-1B secretion, AlphaLISA, 16 h; hits give low values | activity change, % at 57.5 µM | 4.7% of 360,000 active; in the data active = activity change below about -50%; inconclusive = mostly about -30% to -49%; note: % is set by controls: 0 for no effect and ±100 for the full control effect
#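 Secreted IL-1B measured by AlphaLISA bead assay after 16 h compound exposure of THP-1 cells; compounds (final up to 57.5 uM) added 1 h before LPS (250 ng/mL) and ATP (1.25 mM) stimulation; lower signal means less secretion.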
# MCF10A rerep: inducers of DNA re-replication in MCF 10A breast cells | MCF 10A DNA re-replication, Hoechst nuclear intensity, 48 h | Potency, µM (top dose mostly 46.1 µM), inactives show at the top dose activity, positive = re-replication, most hits filed as activators | 2.9% of 350,000 active; note: potency is the fitted concentration of half-maximal effect; % of control where 0% means no effect; nearly all actives have a fitted effect of over 50% in size
# HT1080 IDH1KD tx: toxicity to HT-1080 IDH1 knockdown cells (counter line); AID 686971; Potency, µM (doses to about 46.1 µM), for inactives: at the top dose activity, negative = toxicity, actives largely listed as cytotoxic; 2% of 360,000 active; HT-1080 IDH1 knockdown viability, ATP luminescence, 48 h;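 note: potency is the fitted concentration of half-maximal effect; 0% = DMSO wells and -100% = cell-free medium wells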
#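 Using the IDH1-knockdown HT-1080 line run in the same batch and compound series as the NT line, viability after 48 h at 37 °C was determined by CellTiter-Glo luminescence and expressed as % activity.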
# KB-3-1 cytotox: kills parental KB-3-1 adenocarcinoma cells | AID 1347075 | KB-3-1 viability, CellTiter-Glo ATP luminescence, 72 h | 1.4% of 400,000 active | Potency, µM (titrated, usually from 46.1 µM), inactives show at the top dose activity change, negative = cytotoxic, hits mostly cytotoxic; note: potency is the fitted concentration of half-maximal effect; % is set by controls: 0 for no effect and ±100 for the full control effect; nearly all actives have a fitted effect of over 60% in size
#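 Screening of KB-3-1 cells (DMEM, 10% FBS, phenol-red free) ran from lowest to highest compound concentration; after 72 h at 37 °C viability was read luminescently and curves fitted.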
# ATXN viability: cell viability loss in ATXN counter-screen | S2 cells (HEK-293 line with an ATXN2-luciferase reporter) viability, CellTiter-Fluor protease fluorescence, 24 h | Potency, µM (series often up to 56.7 µM), usual class: cytotoxic | 0.49% of 400,000 active | AID 651635; note: potency is the fitted concentration of half-maximal effect; nearly all actives have a fitted effect of over 40% in size
# SW480 rereplic: induces DNA re-replication in SW480 colon adenocarcinoma cells. SW480 DNA re-replication, Hoechst DNA content imaging, 48 h. Potency, µM (series often up to 46.1 µM), for the others: at the highest dose re-replication activation, actives largely listed as activators. 1.8% of 340,000 active. AID 624297; note: potency is the fitted concentration of half-maximal effect; % of control where 0% means no effect; nearly all actives have a fitted effect of over 55% in size
#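 Image-based read-out: total Hoechst fluorescence of nuclei (405 nm excitation, 500-530 nm emission), with hits raising the fraction of high-intensity nuclei. SW480 colon cells incubated 48 hr with compounds at 37 C.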
# HepG2 viability: counter-screen for TGF-b inhibitors: cytotoxicity in HepG2 cells. HepG2 CAGA-GFP viability, ATP luminescence, 18 h. Potency, µM (highest dose often 46.1 µM), for inactives: at the top dose activity change, negative = cytotoxicity, hits mostly cytotoxic. 0.76% of 410,000 active. AID 588856; note: potency is the fitted concentration of half-maximal effect; some results filed as inactive show a strong effect at the top dose
#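 CellTiter-Glo luminescence gave cytotoxicity after 18 hours at 37 degrees C. The cells were HepG2 CAGA-GFP in 1% FBS DMEM, stimulated with 500 pg/mL TGF-beta after compound addition. %Activity was normalised to no-cell wells (complete cell-killing) and DMSO (no toxicity), and curves were fitted and classified.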
# ATXN2 expr inh: ATXN2 expression inhibition; 0.72% of 360,000 active; Potency, µM (top dose mostly 57 µM), for inactives: at the highest dose activity change, negative = inhibition, hits mostly inhibitors; HEK-293 ATXN2-luciferase reporter, luminescence, 24 h; note: potency is the fitted concentration of half-maximal effect; % is set by controls: 0 for no effect and ±100 for the full control effect; nearly all actives have a fitted effect of over 55% in size
#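 qHTS (up to 57 uM final) was run with 24 h compound exposure of reporter cells at 37 °C. Each well was multiplexed: SteadyGlo luminescence measured ATXN2-luciferase expression after a fluorogenic Gly-Phe-AFC viability readout (25 uM final).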
# An asterisk follows results filed as active; i = inactive; ? = inconclusive; / = not tested or not shown; [ ] = dose if it differs, or a comment. Unless noted, calls come from the whole dose curve; as a rule, active = well fitted curve in the direction sought with a large enough effect; inconclusive = small, poorly fitted or top-dose-only effect, or another doubt; inactive = no such curve, though single readings can be large; an effect the other way counts as inactive or inconclusive. Compounds as they come. About 8.9% of those tested had a hit in this group.
canonical_smiles	HT1080-NT tox	IL-1B inflam inh	MCF10A rerep	HT1080 IDH1KD tx	KB-3-1 cytotox	ATXN viability	SW480 rereplic	HepG2 viability	ATXN2 expr inh
O=C(N/C(=C\c1ccc2c(c1)OCO2)C(=O)N1CCOCC1)c1ccccc1Br	4.5%	10.4	0.1%	13.0%	15.3%	i	-6.8%	19.5%	-0.4%
CCN(C(=O)COC(=O)/C=C/c1nc2ccccc2s1)c1c(N)n(Cc2ccccc2)c(=O)[nH]c1=O	-8.6%	-59.7*	28.6%	-0.3%	15.1%	i	-7.8%	-57.3%	-11.4%
COc1cc(C2NC(=O)NC3=C2C(=O)OC3)cc(OC)c1OC (configuration not stated)	3.0%	-11.0	-0.7%	3.3%	0.4%	i	-2.2%	-1.5%	1.4%
CC(C)Oc1ccc(C(CC(=O)O)NC(=O)C2CCCCC2)cc1 (configuration not stated)	0.8%	11.7	-3.7%	15.8%	1.4%	i	4.2%	9.0%	5.7%
CCOCCCNC(=O)C(c1ccccc1)N(Cc1ccc2c(c1)OCO2)C(=O)CNC(C)=O (configuration not stated)	5.4%	0.3	-5.9%	12.8%	9.1%	i	-1.4%[9.22 µM]	-1.1%	7.9%
CC1Cc2ccccc2N1C(=O)COC(=O)C1=COCCO1 (configuration not stated)	-4.9%	0.0	-6.5%	-3.4%	0.2%	i	-0.3%[9.22 µM]	-31.0%	-3.1%
CNC(=O)N(O)C1N(/N=C/c2cccnc2)C(=S)SC1(C)C (configuration not stated)	19.1%	35.3	-1.9%	17.4%	9.1%	i	-6.7%	2.6%	-9.5%
COc1ccc(CNC(=O)COC(=O)c2cccc(S(=O)(=O)N3CCOCC3)c2)cc1	1.7%	0.0	-7.2%	15.2%	-3.2%	i	0.9%	4.2%	-16.6%
CC1(C)CC(=O)C=C(c2cn[nH]n2)C1	10.5%	-14.0	/	-2.4%	-8.5%	i	/	-13.0%	-4.1%
Cn1cccc1/C=N\NC(=O)C1COc2ccc(C(C)(C)C)cc2O1 (configuration not stated)	-12.7%	2.5	-6.6%	-1.7%	0.0%	i	-4.7%	-28.5%	/
CN(C)CCCN(C(=O)c1ccco1)c1nc2ccc(Cl)cc2s1	?	-15.6	13.5%	18.4µM*	-8.6%	/	?	-32.0%	?
COc1ccc(Nc2nc3c(S(=O)(=O)c4ccccc4)nnn3c3ccc(Cl)cc23)c(OC)c1	/	/	/	/	3.3%	i	/	-5.0%	0.1%
Cc1cc2nc(C3CCCN(C(=S)Nc4ccccc4)C3)[nH]c2cc1C (configuration not stated)	?	60.0	1.3%	?	-8.2%	?	-1.8%	-26.1%	?
COc1ccc(NS(=O)(=O)c2cccc(C(=O)OCC(=O)NC3CC3)c2)cc1	22.1%	0.0	10.0%	1.8%	3.6%	i	?	6.4%	1.3%
CC(=O)c1ccc(S(=O)(=O)Nc2ccc(-n3cnnn3)cc2)cc1	2.5%	0.0	2.7%	2.8%	-20.6%	i	-14.7%	3.6%	4.6%
O=C(CSc1ccc(Cl)cc1)Nc1nnc(-c2ccco2)o1	2.2%	9.4	5.5%	-14.9%	1.2%	?	?	-19.6%	-18.4%
O=C(CSc1n[nH]c(-c2ccncc2)n1)c1cccc([N+](=O)[O-])c1	4.4%	20.4	3.0%	-2.4%	-27.5%	i	?	-7.8%	0.0%
O=C(NCc1ccc(F)cc1)c1ccc(S(=O)(=O)Nc2cccc(C(F)(F)F)c2)cc1	-14.8%	-13.9	?	-9.4%	?	i	0.8%	-56.6%	3.8%
O=C(NC1CCCC1)C(c1ccccn1)N(C(=O)c1csnn1)c1ccc(F)cc1 (configuration not stated)	-12.8%	-10.5	-0.9%	1.5%	2.1%	i	-5.5%	6.9%	1.0%
Cc1c(NC(=O)c2ccc(Cl)c(S(=O)(=O)N3CCOCC3)c2)c(=O)n(-c2ccccc2)n1C	10.2%	17.8	2.2%	8.7%	-2.5%	i	-16.8%	6.8%	5.4%
O=C(Nc1ccccc1N1CCOCC1)c1cc(-c2ccco2)nc2ccccc12	?	-17.1	?	-22.6%	?	i	2.9%	-13.0%	-8.2%
O=C(Nc1nnc(SCc2ccccc2)s1)C1=COCCO1	8.7%	4.3	2.1%	0.4%	-0.1%	i	-11.0%	-6.9%	21.9%
O=C(N/C(=C\c1ccccc1)C(=O)N1CCN(CCO)CC1)c1ccccc1	-1.7%	0.9	-11.4%	-10.2%	0.7%	i	2.1%	11.8%	0.6%
CC(=O)c1cccc(NC(=S)NC(=O)CC(C)(C)C)c1	?	11.3	1.8%	-20.2%	-8.0%	i	0.9%	-52.8%	57.0%[activator]
Nc1nc(Br)c2ccccc2c1-c1ccc(F)cc1	6.9%	39.7	?	-19.1%	0.4%	i	?	2.1%	4.2%
CC(=O)Nc1ccccc1OCC(=O)c1cc(C)n(Cc2cccs2)c1C	-13.2%	-12.7	13.8%	2.59µM*	4.61µM*	i	0.6%	-33.5%	45.4%[activator]
CCCCCn1cnc2c(=S)nc(N)[nH]c21	-1.5%	19.3	1.2%	-5.8%	0.8%	?	0.8%	-1.7%	/
CC(=O)N1/C(=C/c2ccc(N(C)C)cc2)C(=O)c2ccccc21	3.26µM*	-95.0*	?	?	?	?	2.06µM*	-47.0%	1.8%[11.3 µM]
Cc1cc(C)c(S(=O)(=O)Nc2cc(C)on2)c(C)c1	10.6%	-1.7	0.3%	-1.4%	-5.9%	i	1.1%	-1.8%	23.5%
CCCN1C2CCCC1CC(NC(=O)Nc1cccc(C(C)=O)c1)C2 (configuration not stated)	12.8%	21.2	5.5%	12.2%	3.8%	i	-0.4%	-20.7%	5.9%

# The list goes on, overlapping the part above by two compounds.
canonical_smiles	HT1080-NT tox	IL-1B inflam inh	MCF10A rerep	HT1080 IDH1KD tx	KB-3-1 cytotox	ATXN viability	SW480 rereplic	HepG2 viability	ATXN2 expr inh
Cc1cc(C)c(S(=O)(=O)Nc2cc(C)on2)c(C)c1	10.6%	-1.7	0.3%	-1.4%	-5.9%	i	1.1%	-1.8%	23.5%
CCCN1C2CCCC1CC(NC(=O)Nc1cccc(C(C)=O)c1)C2 (configuration not stated)	12.8%	21.2	5.5%	12.2%	3.8%	i	-0.4%	-20.7%	5.9%
CCN1C(=O)C(CC(=O)Nc2ccc(OC)cc2)N(CCCN2CCN(c3ccc(F)cc3)CC2)C1=S (configuration not stated)	?	-13.3	?	18.4µM*	?	i	5.1%	-6.2%	-24.5%
CN(c1ccccc1)c1nc(N)c(C#N)c(CC#N)c1C#N	0.5%	22.0	10.1%	?	14.6µM*	i	1.0%	-12.9%	-16.6%
COCC(=O)Nc1sc2c(c1C(=O)OC)CCC(C)C2 (configuration not stated)	1.4%	-19.6	-1.1%	1.3%	11.9%	i	-1.2%	-3.4%	-6.9%
CCCCNC(=O)c1cccc(NC(=O)C(=O)c2ccccc2NC(C)=O)c1	8.8%	4.2	-4.7%	20.6%	-2.6%	i	-1.2%	2.3%	6.9%
COc1cccc(C(=O)/C=C/c2ccc(N3CCCCC3)c([N+](=O)[O-])c2)c1	?	-95.8*	?	?	?	i	?	-54.4%	-19.5%
Cc1ccc(NC(=O)CCC(=O)NN=Cc2ccc(C)o2)c(C)c1	6.7%	4.8	/	0.4%	0.0%	i	/	3.7%	-4.0%
CN(C)N1C(N)=C(C#N)C(c2ccc(Br)cc2)C2=C1CC(C)(C)CC2=O (configuration not stated)	0.3%	9.0	2.3%	-6.9%	10.4%	i	-2.6%	8.6%	3.8%
CC(C(=O)OCn1nnc2ccccc2c1=O)N1C(=O)c2ccccc2C1=O (configuration not stated)	13.9%	43.9	1.3%	1.5%	3.7%	i	-22.6%	-0.4%	7.5%
COc1cc(C(=O)NCC(c2ccco2)N2CCOCC2)cc(OC)c1OC (configuration not stated)	2.7%	-5.5	14.7%	9.5%	2.8%	i	-41.3%[inhibitor]	-33.8%	7.0%
CCC1Oc2ccccc2N(CC(=O)Nc2ccccc2OC)C1=O (configuration not stated)	-0.8%	0.0	6.5%	-25.8%	5.1%	i	-2.6%	2.4%	12.7%
CCC(C)[C@H](NC(=O)Nc1ccc(C)cc1C)C(=O)O (some centres not stated)	1.7%	9.9	15.1%	5.9%	3.0%	i	-28.9%	-4.6%	/
COc1ccc(/C=N/Nc2cc(C)nc(-n3nc(C)cc3C)n2)cc1	?	-99.4*	?	?	?	?	?	-24.3%	20µM*
Cc1ccc(C)c(NC(=O)Cn2cnc3nc4c(cc3c2=O)CCCC4)c1	/	/	/	/	2.5%	i	/	4.0%	3.8%
CCCCc1nnc(NC(=O)Cc2ccc(OC)c(S(=O)(=O)N3CCOCC3)c2)s1	4.9%	11.2	-2.8%	-1.4%	22.9%	i	-9.5%	3.1%	-4.8%
CC1=C(C(=O)N(C)C)CC(CC(=O)NCC2CCCCC2)C(=O)N1Cc1ccc(F)cc1 (configuration not stated)	15.8%	-27.2	/	23.6%	0.0%	i	/	8.4%	7.6%
O=C(CSc1nc2ccsc2c(=O)n1-c1ccc(Br)cc1)NCc1ccc(Cl)cc1	/	/	/	/	-2.9%	i	/	2.8%	9.8%
CC1(C)Cn2c(nnc2-c2ccccc2)S1	2.4%	-4.1	-7.9%	8.9%	8.0%	i	-5.2%	-14.2%	-5.3%
CCCCC(=O)OCC(=O)Nc1cccc(S(=O)(=O)NC2=NCCCCC2)c1	28.0%	-4.6	-1.0%	22.0%	-7.9%	i	-15.5%	4.2%	-25.4%[11.3 µM]
